Assay outcomes from PubChem BioAssay.
PGK inhibitor: blocks T. brucei phosphoglycerate kinase; P07378; actives 0.043% (n = 380,000); AID 602233; PGK/GAPDH coupled, Kinase-Glo luminescence, 60 min; Potency, µM (titrated, usually from 57.5 µM), without a hit: at the highest dose activity change, negative = inhibition, most hits filed as inhibitors; note: potency is the fitted concentration of half-maximal effect; % is set by controls: 0 for no effect and ±100 for the full control effect; nearly all actives have a fitted effect of over 60% in size
Target sequence (P07378 whole entry, looked up): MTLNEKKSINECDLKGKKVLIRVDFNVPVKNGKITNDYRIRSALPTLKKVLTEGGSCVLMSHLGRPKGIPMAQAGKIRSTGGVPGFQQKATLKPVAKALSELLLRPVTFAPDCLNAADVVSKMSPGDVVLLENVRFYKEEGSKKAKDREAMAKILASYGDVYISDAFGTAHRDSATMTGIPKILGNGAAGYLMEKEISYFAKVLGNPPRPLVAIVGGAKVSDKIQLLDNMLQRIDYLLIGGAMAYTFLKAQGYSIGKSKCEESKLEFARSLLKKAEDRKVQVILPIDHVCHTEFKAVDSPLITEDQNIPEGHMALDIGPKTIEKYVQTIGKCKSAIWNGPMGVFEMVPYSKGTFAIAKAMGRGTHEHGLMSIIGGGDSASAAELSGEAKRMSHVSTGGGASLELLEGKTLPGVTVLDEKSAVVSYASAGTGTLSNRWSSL
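Recombinant glycosomal PGK reaction used 1,3-bisphosphoglycerate generated in-well by GAPDH (100nM final) in 100mM TEA pH 7.6, 5mM MgCl2, 0.01% Tween-20. After 60 minutes at room temperature, ATP was read by Kinase-Glo Plus luminescence end-point.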
BAZ2B inh: blocks human BAZ2B; Q9UIF8; AlphaScreen BAZ2B-H3K14Ac peptide displacement; Potency, µM (doses to about 114 µM), for the others: at the highest dose activity change, negative = inhibition, hits mostly inhibitors; actives 4.4% (n = 360,000); AID 504333; note: potency is the fitted concentration of half-maximal effect; % is set by controls: 0 for no effect and ±100 for the full control effect; nearly all actives have a fitted effect of over 60% in size
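AlphaScreen displacement of biotin-H3(5-23)K14Ac peptide (50 nM final) from BAZ2B (50 nM final) in PBS pH 7.4, 0.01% Tween-20; complex preformed 30 min RT, then compounds (top 110 uM) 30 min RT, beads 20 min dark.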
ERG-DNA inh: inhibitors of human ERG Ets domain-DNA interaction. P11308. fluorescence polarization, His-ERG Ets domain / labelled DNA. Potency, µM (series often up to 76.9 µM), inactives show at the highest dose FP activity, negative = inhibition, actives largely listed as inhibitors. actives 0.028% (n = 370,000). AID 624246; active = well fitted inhibition curve with a large enough effect in the polarisation, with a control signal flat; inconclusive = small, poorly fitted or top-dose-only effect, or effect the other way, or a change in a side signal; inactive = no such curve, though single readings can be large or run the other way; the % refers to the polarisation;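 note: polarization taken with two DNA probes labelled with fluorescein and Texas red; potency is the fitted concentration of half-maximal effect; % of control where 0% means no effect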
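His-tagged ERG Ets domain (1 uM in the protein solution; 300mM KCl, 50mM Tris-HCl, 1mM EDTA, 1mM DTT, pH 7.5) received compound, then a probe mix of 5 nM fluorescein-DNA and 100nM Texas-615-DNA. Fluorescence polarization was read for both dyes.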
HP1b chromo inh: blocks HP1-beta chromodomain binding to methylated histone tails; AlphaScreen HP1-beta / biotin-H3K9me3 peptide binding; P83916; actives 0.56% (n = 390,000); Potency, µM (series often up to 114 µM), for the others: at the highest dose activity change, negative = inhibition, usual class: inhibitors; AID 540317; note: potency is the fitted concentration of half-maximal effect; nearly all actives have a fitted effect of over 70% in size; inactives centre near 23
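AlphaScreen: HP1-beta (50 nM) preformed 30 min with biotin-H3(1-18)K9me3 peptide (50 nM) in PBS pH 7.4, 0.01% Tween-20. Compound added for 30 min at RT, then streptavidin donor/nickel chelate acceptor beads (10 ug/mL) for 30 min.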
Pin1 inh: blocks the human prolyl isomerase Pin1; Q13526; Pin1 FP peptide displacement, HiFluor488, 10 min; AID 504891; Potency, µM (titrated, usually from 115 µM), for the others: top-dose activity, negative = inhibition, usual class: inhibitors; actives 0.009% (n = 390,000); active = well fitted inhibition curve with a large enough effect in the polarisation, with a control signal flat, not every such curve was filed as active; inconclusive = small, poorly fitted or top-dose-only effect, or effect the other way, or a change in a side signal; inactive = no such curve, though single readings can be large or run the other way; the % refers to the polarisation; note: potency is the fitted concentration of half-maximal effect; % is set by controls: 0 for no effect and ±100 for the full control effect
Target sequence (Q13526 whole entry, looked up): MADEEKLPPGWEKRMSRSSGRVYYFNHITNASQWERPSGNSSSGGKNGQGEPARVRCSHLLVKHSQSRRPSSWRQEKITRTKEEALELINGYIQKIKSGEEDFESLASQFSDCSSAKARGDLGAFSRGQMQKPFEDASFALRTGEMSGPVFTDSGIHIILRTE
GLS inh: inhibitors of human glutaminase (GLS); O94925; GLS enzymatic activity, qHTS titration; Potency, µM (series often up to 45.5 µM), for inactives: top-dose activity change, negative = inhibition, usual class: inhibitors; actives 0.21% (n = 410,000); note: potency is the fitted concentration of half-maximal effect; % is set by controls: 0 for no effect and ±100 for the full control effect
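hKGA in 45 mM KH2PO4 pH 8.2, 0.02% Tween-20 with pin-transferred compounds; 1 mM L-glutamine (stock) plus glutamate oxidase/HRP/Amplex Red coupling added. Fluorescence read initially and after 30 min at RT.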
JMJD2A Tudor inh: blocks the human JMJD2A Tudor domain; actives 4.4% (n = 390,000); Potency, µM (series often up to 114 µM), without a hit: at the highest dose activity change, negative = inhibition, actives largely listed as inhibitors; AlphaScreen JMJD2A-Tudor / H3K4me3 peptide binding; O75164; note: potency is the fitted concentration of half-maximal effect; % is set by controls: 0 for no effect and ±100 for the full control effect; nearly all actives have a fitted effect of over 50% in size
G9a block: G9a (human) methyltransferase inhibition. Q96KQ7. actives 8.8% (n = 350,000). G9a H3K9 monomethylation, AlphaScreen, 2 h. Potency, µM (highest dose often 102 µM), inactives show at the top dose activity, negative = inhibition, actives largely listed as inhibitors. AID 504332; note: potency is the fitted concentration of half-maximal effect; % is set by controls: 0 for no effect and ±100 for the full control effect; nearly all actives have a fitted effect of over 75% in size
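G9a (20 nM) was preincubated 15 min with compound, then reacted 2 h at room temperature with 500 nM biotin-H3K9 peptide and 20 µM SAM. Monomethyl-H3K9 detected by AlphaScreen using anti-H3K9me1 antibody.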
PI4K2A inh: PI4K2A (human) kinase inhibition. Q9BTU6. purified PI4K2A, ADP-Glo luminescence, 1 h; hits give low values. activity change, negative = inhibition, % at 76.9 µM. actives 0.13% (n = 420,000). AID 1346378; in the data active = activity change below about -50%; inconclusive = mostly about -30% to -49%;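 note: -100% = wells without enzyme as full effect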
Target sequence (Q9BTU6 whole entry, looked up): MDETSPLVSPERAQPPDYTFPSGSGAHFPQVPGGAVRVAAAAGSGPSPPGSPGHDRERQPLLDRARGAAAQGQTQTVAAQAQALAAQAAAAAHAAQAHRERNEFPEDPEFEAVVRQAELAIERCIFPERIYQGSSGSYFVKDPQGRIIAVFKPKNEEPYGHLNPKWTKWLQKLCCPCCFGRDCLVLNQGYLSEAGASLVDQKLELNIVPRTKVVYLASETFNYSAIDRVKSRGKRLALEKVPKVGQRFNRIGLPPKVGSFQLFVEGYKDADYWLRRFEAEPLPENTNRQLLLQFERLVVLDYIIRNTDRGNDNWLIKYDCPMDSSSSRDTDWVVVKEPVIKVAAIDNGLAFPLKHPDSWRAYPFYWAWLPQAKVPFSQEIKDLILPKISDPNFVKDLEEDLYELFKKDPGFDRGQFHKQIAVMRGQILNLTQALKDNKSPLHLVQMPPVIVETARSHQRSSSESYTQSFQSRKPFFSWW
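Compounds are screened against recombinant PI4K2A using PI as substrate and ATP, the latter dispensed at 300 microM. Reactions run one hour at ambient temperature before ADP-Glo detection; full inhibition defined by wells lacking enzyme.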
Numbers without * were called inactive; i = inactive; u = inconclusive; x = no result given; & = joins results of further samples; [ ] = dose if it differs, or a comment. Unless noted, calls come from the whole dose curve; as a rule, active = well fitted curve in the direction sought with a large enough effect; inconclusive = small, poorly fitted or top-dose-only effect, or another doubt; inactive = no such curve, though single readings can be large; an effect the other way counts as inactive or inconclusive.

SMILES	PGK inhibitor	BAZ2B inh	ERG-DNA inh	HP1b chromo inh	Pin1 inh	GLS inh	JMJD2A Tudor inh	G9a block	PI4K2A inh
Cc1cc(C)c(C#N)c(Nc2ccc3c(c2)OCCO3)n1	-2%	10%	-2%	26%	8%	-7%	-16%	8%	0
CNc1ccc(C(=O)OCC(=O)NC(=O)NC2CCCC2)cc1[N+](=O)[O-]	-4%	x	6%	18%	24%	-5%	-16%	x	5
Cc1cc(Br)ccc1NC(=O)CN(C)C(=O)c1ccc2ccccc2n1	-8%	u	-13%	33%	-16%	-4%	-12%	u	-2
CC1CCc2cc(F)ccc2N1C(=O)CSc1nnc2c3ccccc3n(C)c2n1 (stereo unspecified)	x	3%	-1%	21%	4%	11%	-5%	-15%	6
CCCC1(c2ccccc2)NC(=O)N(CC(=O)Nc2ccc(N3CCOCC3)cc2)C1=O (stereo unspecified)	-9%	x	3%	4%	0%	40%[activator]	-31%	x	-5
COc1cc(OC)cc(-c2c(-c3ccc(F)cc3)c3cc(-c4ccc(OC)nc4)ccc3n2C)c1	0%	x	-5%	29%	8%	0%	-25%	x	2
O=C(COc1ccc(S(=O)(=O)NC2CCCCC2)cc1Cl)NCC1CCCO1 (stereo unspecified)	i	-19%	-2%	30%	4%	4%	1%	-19%[12.7 µM]	11
Cc1ccc(NC(=O)CSCC(=O)OC(C)C(=O)Nc2ccccc2C)cc1 (stereo unspecified)	i	2%	7%	29%	1%	-9%	-6%	0%	1
COc1ccc(C)cc1NC(=O)CSc1ccc(-c2ccccn2)nn1	-8%&-10%	3.5µM*	15%&-11%	14%&49%	-1%&-8%	-6%&-1%	4.5µM*	29%	6&5
COc1ccc(CCNCC(O)COc2ccc(Cl)cc2)cc1OC (stereo unspecified)	i	-17%	-4%	21%	1%	-4%	-24%	19%[59 µM]	-2
CCC(=O)Nc1nn(CC(C)C)c2nc3ccc(C)cc3cc12	i	15%	-13%	41%[activator]	0%	0%	4%	-4%[2.33 µM]	-5
COc1ccc(-n2c(C)nnc2SCC(=O)N2CCOCC2)cc1	-8%	11%	-1%	33%[activator]	-8%	0%	-8%	x	-7
Cc1ccc2nc(C)c3c(c2c1)SCC3	0%	-3%	-9%	30%	-2%	3%	4%	9%	1
O=C(NNC(=O)C1CC(c2cccnc2)=NO1)Nc1ccccc1F (stereo unspecified)	-3%	-9%	-1%	36%	-5%	18%	-8%	5%	-4
COc1ccc(OC)c(N2C(=O)CCCC2=O)c1	-8%	13%	-5%	42%	3%	-1%	-12%	11%	-2
NC(=O)C1CCN(CC(=O)NC2CCCc3ccccc32)CC1 (stereo unspecified)	i	-5%	-1%	41%[activator]	-1%	-1%	-7%	43%	-1
COc1ccc(CCNC(=S)NCCc2c[nH]c3ccccc23)cc1	-4%	35µM*	-9%	-14%	u	4%	u	45µM*	3
CSc1sccc1/C=C(/C#N)C(=O)c1ccco1	-4%	-22%	33%[activator]	-22%	10%	4%	-21%	u	-16
CC1CCN(C(=O)Nc2ccc3nsnc3c2)CC1	4%	11%	x	26%	3%	-2%	-10%	15%	u
O=C(O)C1Cc2ccccc2CN1C(=O)CSc1nnc2ccccn12 (stereo unspecified)	5%	x	u	-5%	-11%	7%	-21%	50µM*	1
COCCN(C(=O)COC(=O)CCc1c[nH]c2ccccc12)c1c(N)n(Cc2ccccc2)c(=O)[nH]c1=O	6%	-6%	1%	4%	1%	28%	-18%	-1%	6
CCS(=O)(=O)N1CCc2cc(C(=O)Nc3cccc(C(C)=O)c3)ccc21	-7%	-4%	2%	42%[activator]	3%	-5%	3%	-28%[59 µM]	2
Cc1ccc(C(=O)Nc2ccc(Cl)c(-c3nc4ncccc4o3)c2)c(C)c1	-2%	0%	-3%	38%	17%	2%	-1%	11%[59 µM]	-1
COc1ccc(NC(=O)c2ccc(NC(=O)CN3CCC(C(N)=O)CC3)cc2)cc1	i	x	4%	16%	7%	12%	-18%	x	-5
O=S(=O)(CCNCCc1ccccc1)NC1CCCCC1	-7%	x	4%	3%	-1%	0%	-18%	x	-3
SMILES	PGK inhibitor	BAZ2B inh	ERG-DNA inh	HP1b chromo inh	Pin1 inh	GLS inh	JMJD2A Tudor inh	G9a block	PI4K2A inh
CC(C)c1ccc(NC(=O)c2cc(Br)ccc2Br)cc1	i	-6%	13%	13%	0%	-1%	-10%	x	3
NC(=S)N/N=C/c1cccc(O)c1O	9%	8.9µM*	4%	26%	6%	54%[activator]	28µM*	u	-6
CC1CCCN(S(=O)(=O)c2ccc(NC(=O)C3CC(=O)N(c4ccccc4)C3)cc2)C1 (stereo unspecified)	7%	-27%	-2%	2%	4%	-1%	-12%	25%	3
COc1ccccc1NC(=O)CCN1C(=O)C2C3CCC(C3)C2C1=O (stereo unspecified)	2%	-2%	0%	22%	-9%	5%	-8%	-6%	5
O=C(Nc1cccc(C(F)(F)F)c1)c1cccnc1N1CCOCC1	x	-8%	0%	55%[activator]	4%	0%	-17%	u	-7
CCN1CCN(CCCNC(=O)Cn2nc(C)n3c(cc4cc(C)ccc43)c2=O)CC1	-10%	-9%	-3%	23%	1%	-5%	-1%	-4%[59 µM]	-3
CC(C)c1ccc(NC(=O)COc2ccccc2)cc1	i	18%	-1%	69%[activator]	-1%	1%	26%	24%	-1
Cc1cc(=O)cc(C)n1-c1ccc2c(c1)nc(C)n2-c1ccccc1	-6%	2%	x	16%	1%	-8%	-3%	0%[59 µM]	1
Cc1cc2cc(CNC(=O)Cc3cccs3)ccc2n1C	-7%	u	u	1%	u	-3%	u	u	-8
CC(C)c1onc(C(=O)NC2CCCCC2)c1[N+](=O)[O-]	-1%	-2%	-3%	40%[activator]	-2%	-7%	-1%	-8%	6
COC(=O)C1=C(C)N=C2SC(C)C(=O)N2C1/C=C/c1ccccc1OC (stereo unspecified)	i	-35%	-1%	47%	64%[activator]	2%	-19%	-10%[59 µM]	-5
CCOC(=O)C1CCN(c2nc(N)c3c(N)nc(SCC(=O)O)cc3c2C#N)CC1	u	40µM*	7%	18µM*	u	u	-15%[11.4 µM]	8.9µM*	u
COc1ccc(OC)c(CNC(=O)CCCn2c(=O)c3cccn3c3cccnc32)c1	x	-1%	-4%	29%	-2%	1%	4%	12%[59 µM]	-4
COc1ccccc1OC(C)C(=O)N1CCC(c2nc3ccccc3s2)CC1 (stereo unspecified)	-2%	-14%	-1%	76%[activator]	-1%	1%	-5%	21%[59 µM]	-7
CCN1CCN(c2ncnc3c2cnn3-c2ccccc2)CC1	3%	12%	-5%	29%	1%	19%	-17%	u	-4
CCOc1ccc(OCC)c(NC(=O)C2CCN(c3nn4c(=O)cc(C)nc4s3)CC2)c1	-2%	-1%	2%	9%	6%	6%	-14%	-5%[12.7 µM]	6
Cc1cc(C(=O)O/N=C(\N)c2ccncc2)ccc1[N+](=O)[O-]	0%	7%	20%	17%	-1%	1%	-21%	u	-7
CC(=O)NCCC(=O)Nc1ccc(C)c(F)c1	0%	-6%	-13%	48%[activator]	1%	-20%	-1%	11%[59 µM]	4
CCOc1cc(C(N)=O)cc(Br)c1OCc1ccccc1	-9%	-15%	-2%	30%	-11%	-2%	-15%	x	-2
COc1cc(OC)c(C2C(C#N)=C(N)OC3=C2C(=O)CC(C)(C)C3)cc1OC (stereo unspecified)	2%	-30%	-1%	26%	-6%	10%	-3%	u	3
CN(C)S(=O)(=O)c1ccc(C(=O)Nc2nc3ccccc3[nH]2)cc1	8%	x	39%[activator]	23%	-2%	-3%	-9%	17%	1
CC(C)(CO)NC(=O)c1ccc2c(c1)C(=O)c1ccccc1-2	-6%	-16%	-1%	5%	-5%	-7%	-10%	14%	0
COc1ccc(NC(=O)CN(C)S(=O)(=O)c2ccc3[nH]c4c(c3c2)CCCC4)cc1Cl	i	-37%	0%	-26%	20%	5%	u	u	5
COC(=O)c1nc(NC(=O)c2ccccc2Br)n[nH]1	-5%	-11%	-13%	34%	-1%	11%	-4%	u	4
Cc1ccc2c(c1)-c1cc(C)nn1C(c1sccc1C)N2 (stereo unspecified)	-3%	90%[activator]	4%	157%	-6%	2%	95%[activator]	23%[2.33 µM]	4
COc1cc2c(cc1NC(=O)COC(=O)CNC(=O)c1ccccc1)oc1ccccc12	-3%	-2%	7%	29%	27%	-3%	-13%	-1%	3
COc1ccccc1Oc1coc2cc(OC(=O)N3CCOCC3)ccc2c1=O	3%	6%	-8%	19%	6%	-15%	-17%	12%[59 µM]	-2
COC(=O)C1=C(O)/C(=C\c2ccc(CNS(=O)(=O)c3ccc(Cl)cc3)o2)N=C1C	-1%	u	0%	-2%	u	3%	-25%	13µM*	-9
CSc1ncc(CN2CCN(CCC(C)C)C(CCO)C2)cn1 (stereo unspecified)	-2%	-4%	13%	25%	-1%	7%	-18%	x	0

As a working copy, two of the compounds above.
SMILES	PGK inhibitor	BAZ2B inh	ERG-DNA inh	HP1b chromo inh	Pin1 inh	GLS inh	JMJD2A Tudor inh	G9a block	PI4K2A inh
CC(C)c1ccc(NC(=O)c2cc(Br)ccc2Br)cc1	i	-6%	13%	13%	0%	-1%	-10%	x	3
NC(=S)N/N=C/c1cccc(O)c1O	9%	8.9µM*	4%	26%	6%	54%[activator]	28µM*	u	-6
